Compound activity: PubChem BioAssay, National Center for Advancing Translational Sciences (NCATS)
Pol iota inh = qHTS for Inhibitors of Polymerase Iota; DNA polymerase iota (Homo sapiens), Q9UNA4; Pol iota fluorescent replication assay, 10 min; Potency, µM (titrated, usually from 115 µM), inactives show at the top dose activity, negative = inhibition, hits mostly inhibitors; 1% of 390,000 active
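Pol iota at 10 nM preincubated 15 min with compounds at room temperature; reaction started with fluorescent substrate, 50 nM final. Fluorescence read kinetically at 0 and 10 min; buffer-only wells as negative control.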
POLK inh = qHTS for Inhibitors of Polymerase Kappa; 0.53% of 400,000 active; AID 588579, 2011; purified Pol kappa, fluorescent DNA synthesis assay, 10 min; Potency, µM (top dose mostly 107 µM), for the others: at the top dose activity, negative = inhibition, most hits filed as inhibitors; also: % is scaled to controls: 0 for no effect and ±100 for the full control effect
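Activity was followed as the change in fluorescence between reads at 0 and 10 min after starting the reaction with 50 nM substrate. Beforehand, 10 nM polymerase had been preincubated with compound for 15 min at room temperature.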
BAZ2B inh = qHTS Assay for Inhibitors of BAZ2B | Bromodomain adjacent to zinc finger domain protein 2B (Homo sapiens), Q9UIF8 | AlphaScreen BAZ2B-H3K14Ac peptide displacement | Potency, µM (doses to about 114 µM), without a hit: at the top dose activity change, negative = inhibition, usual class: inhibitors | 4.4% of 360,000 active; also: % is scaled to controls: 0 for no effect and ±100 for the full control effect; nearly all actives have a fitted effect of over 60% in size
Target sequence (Q9UIF8 whole entry, looked up, the tested form may be a part): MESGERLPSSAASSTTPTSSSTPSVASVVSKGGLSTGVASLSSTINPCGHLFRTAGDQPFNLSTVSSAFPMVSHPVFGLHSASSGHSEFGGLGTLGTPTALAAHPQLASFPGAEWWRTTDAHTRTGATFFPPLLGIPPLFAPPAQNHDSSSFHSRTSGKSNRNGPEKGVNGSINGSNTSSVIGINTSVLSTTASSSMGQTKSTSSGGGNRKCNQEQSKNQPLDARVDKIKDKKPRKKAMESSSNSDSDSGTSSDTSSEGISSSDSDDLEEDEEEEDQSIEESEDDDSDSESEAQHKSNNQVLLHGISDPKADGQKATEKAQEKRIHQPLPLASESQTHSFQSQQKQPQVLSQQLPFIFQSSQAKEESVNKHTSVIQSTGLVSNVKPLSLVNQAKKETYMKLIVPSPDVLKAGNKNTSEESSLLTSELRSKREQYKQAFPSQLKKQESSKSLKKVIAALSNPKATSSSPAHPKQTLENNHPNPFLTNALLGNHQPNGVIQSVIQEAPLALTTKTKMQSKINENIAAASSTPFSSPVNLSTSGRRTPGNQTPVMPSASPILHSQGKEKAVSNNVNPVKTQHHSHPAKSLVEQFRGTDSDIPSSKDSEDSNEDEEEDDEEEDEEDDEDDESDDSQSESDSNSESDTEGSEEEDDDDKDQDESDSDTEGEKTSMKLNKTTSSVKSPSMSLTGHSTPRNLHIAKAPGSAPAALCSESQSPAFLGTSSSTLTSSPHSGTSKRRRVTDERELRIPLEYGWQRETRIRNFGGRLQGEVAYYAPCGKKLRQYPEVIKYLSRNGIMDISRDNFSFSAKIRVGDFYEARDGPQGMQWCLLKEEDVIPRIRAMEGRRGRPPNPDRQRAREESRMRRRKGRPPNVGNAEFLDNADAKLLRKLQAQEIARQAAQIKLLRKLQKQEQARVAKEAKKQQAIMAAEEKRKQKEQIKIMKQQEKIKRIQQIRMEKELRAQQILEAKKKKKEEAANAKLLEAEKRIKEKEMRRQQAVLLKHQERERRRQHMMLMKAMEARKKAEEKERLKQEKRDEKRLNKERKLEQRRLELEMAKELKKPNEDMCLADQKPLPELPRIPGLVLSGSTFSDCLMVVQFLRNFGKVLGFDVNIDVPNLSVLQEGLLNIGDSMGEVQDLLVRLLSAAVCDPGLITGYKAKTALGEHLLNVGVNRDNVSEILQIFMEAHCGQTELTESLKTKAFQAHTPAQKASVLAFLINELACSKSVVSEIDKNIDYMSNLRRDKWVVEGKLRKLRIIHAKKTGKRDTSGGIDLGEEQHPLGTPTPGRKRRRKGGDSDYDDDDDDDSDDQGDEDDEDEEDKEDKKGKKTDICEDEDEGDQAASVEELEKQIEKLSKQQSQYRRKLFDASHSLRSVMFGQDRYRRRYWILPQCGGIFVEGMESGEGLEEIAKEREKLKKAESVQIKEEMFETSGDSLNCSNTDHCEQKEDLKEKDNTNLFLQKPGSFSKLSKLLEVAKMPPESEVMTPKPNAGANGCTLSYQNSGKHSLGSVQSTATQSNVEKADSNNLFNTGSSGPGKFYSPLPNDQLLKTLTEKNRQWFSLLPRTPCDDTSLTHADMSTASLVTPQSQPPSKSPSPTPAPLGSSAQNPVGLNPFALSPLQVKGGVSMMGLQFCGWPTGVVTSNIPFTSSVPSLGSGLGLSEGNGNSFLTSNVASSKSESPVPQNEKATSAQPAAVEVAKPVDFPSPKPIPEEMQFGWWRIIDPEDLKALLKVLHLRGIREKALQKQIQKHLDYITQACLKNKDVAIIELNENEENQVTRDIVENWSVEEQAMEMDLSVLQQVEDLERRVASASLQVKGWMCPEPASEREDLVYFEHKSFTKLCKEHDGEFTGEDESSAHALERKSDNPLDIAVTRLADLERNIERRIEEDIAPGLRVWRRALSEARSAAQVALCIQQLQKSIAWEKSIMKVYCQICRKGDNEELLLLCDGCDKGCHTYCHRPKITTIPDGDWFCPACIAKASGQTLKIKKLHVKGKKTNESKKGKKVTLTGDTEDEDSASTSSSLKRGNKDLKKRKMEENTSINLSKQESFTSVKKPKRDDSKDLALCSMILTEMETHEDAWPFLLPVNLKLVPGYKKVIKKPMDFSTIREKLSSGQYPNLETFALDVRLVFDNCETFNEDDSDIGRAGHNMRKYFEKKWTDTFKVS
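AlphaScreen displacement: compounds (up to 110uM) incubated 30 min at room temperature with a preformed 50 nM BAZ2B/50 nM biotinylated H3K14Ac peptide complex in PBS pH 7.4 with Tween-20. Donor and acceptor beads at 10 ug/mL final added, 20 min light-protected before reading.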
BLM inh = qHTS Assay for Inhibitors of Bloom's syndrome helicase (BLM); RecQ-like DNA helicase BLM (Homo sapiens), P54132; recombinant BLM DNA unwinding, fluorescence dequenching; Potency, µM (titrated, usually from 56.1 µM), for the others: at the highest dose activity change, negative = inhibition, usual class: inhibitors; 0.2% of 350,000 active; AID 2528, 2010;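 also: plate controls were vehicle for no effect and no enzyme for full effect; nearly all actives have a fitted effect of over 35% in size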
POLB inh = qHTS Assay for Inhibitors of DNA Polymerase Beta | Potency, µM (highest dose often 114 µM), inactives show at the top dose activity change, negative = inhibition, hits mostly inhibitors | AID 485314, 2010 | Pol beta primer extension/strand displacement, fluorescence kinetic | P06746 | 1.3% of 340,000 active; also: % is scaled to controls: 0 for no effect and ±100 for the full control effect
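Pol beta (10 nM) was preincubated with compound for 15 min at room temperature. The reaction was then started with 50 nM substrate and read immediately and after a further 10 min at room temperature.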
JMJD2A Tudor inh = qHTS Assay for Inhibitors of JMJD2A-Tudor Domain. Potency, µM (highest dose often 114 µM), for the others: at the top dose activity change, negative = inhibition, usual class: inhibitors. AID 504339, 2011. AlphaScreen JMJD2A-Tudor / H3K4me3 peptide binding. 4.4% of 390,000 active; also: % is scaled to controls: 0 for no effect and ±100 for the full control effect; nearly all actives have a fitted effect of over 50% in size
G9a inh = qHTS Assay for Inhibitors of Histone Lysine Methyltransferase G9a | Histone-lysine N-methyltransferase EHMT2 (Homo sapiens), Q96KQ7 | G9a H3K9 monomethylation, AlphaScreen, 2 h | Potency, µM (highest dose often 102 µM), inactives show at the highest dose activity, negative = inhibition, usual class: inhibitors | 8.8% of 350,000 active; also: % is scaled to controls: 0 for no effect and ±100 for the full control effect; nearly all actives have a fitted effect of over 75% in size
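Quantitative HTS format: methyltransferase activity on a biotin-tagged H3K9 peptide is measured by AlphaScreen, using a rabbit anti-monomethyl-H3K9 antibody with streptavidin donor and anti-IgG acceptor beads. Final levels are 20 nM enzyme, 500 nM peptide, 20 uM SAM; 2 h RT.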
APEX1 inh = qHTS Assay for Inhibitors of the Human Apurinic/apyrimidinic Endonuclease 1 (APE1); recombinant APE1, TAMRA/BHQ-2 abasic DNA cleavage fluorescence; DNA repair nuclease/redox regulator APEX1 (Homo sapiens), P27695; Potency, µM (highest dose often 65.8 µM), without a hit: top-dose activity change, negative = inhibition, hits mostly inhibitors; 0.35% of 350,000 active;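 also: plate controls were vehicle for no effect and reference inhibitor for full effect; nearly all actives have a fitted effect of over 55% in size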
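Substrate: short duplex with […] THF abasic site, 5'-TAMRA and 3'-BHQ-2, 50 nM final. APE1 at 0.75 nM, preincubated 15 min RT with compound. Fluorescence increase from first to third read measured activity.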
POLH inh = qHTS for Inhibitors of Polymerase Eta; DNA polymerase eta (Homo sapiens), Q9Y253; recombinant Pol eta, fluorescent DNA replication assay; Potency, µM (highest dose often 114 µM), for inactives: at the top dose activity change, negative = inhibition, usual class: inhibitors; 1.2% of 390,000 active; AID 588591, 2011; also: % is scaled to controls: 0 for no effect and ±100 for the full control effect
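Pol eta at 10 nM preincubated with compounds 15 min at room temperature; reaction started with fluorescent substrate (50 nM final) and read kinetically at 0 and 10 min.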
Starred values were filed as active, the others as inactive; ? = inconclusive; / = not tested or not shown; & = joins results of further samples; ! = not confirmed by another sample; [ ] = remark or other dose. Calls follow the shape of the dose curve; as a rule, active = well fitted curve in the direction sought with a large enough effect; inconclusive = small, poorly fitted or top-dose-only effect, or another doubt; inactive = no such curve, though single readings can be large; an effect the other way counts as inactive or inconclusive. Potency is read from the fitted curve at half-maximal effect.

Pol iota inh	POLK inh	BAZ2B inh	BLM inh	POLB inh	JMJD2A Tudor inh	G9a inh	APEX1 inh	POLH inh	Structure
9%	-12%	7.9µM*	-4%	4%	5µM*	8.9µM*	-9%	0%	C/C(=N\Nc1ccc(S(=O)(=O)Nc2ccc(Cl)cc2)cc1[N+](=O)[O-])c1ccc(N2CCOCC2)cc1
63%[activator]	16%	-2%	-13%	12%	16%	21%[59 µM]	15%	-11%	Cc1nc(-c2ccccc2)sc1C1(C)CC(c2ccc(OC(F)(F)F)cc2)=NO1 (stereo not given)
-9%	-17%	-38%	-7%	9%	?	7.1µM*	-6%	-13%	O=C(CBr)c1ccc([N+](=O)[O-])c(CS(=O)(=O)c2ccc(Cl)cc2)c1
19%	-7%	?	-12%	5%	?	?	-5%	-9%	O=[N+]([O-])c1cccnc1NCCNc1ncc(C(F)(F)F)cc1Cl
24%	12%	-37%	-2%	34%	28µM*	50µM*	10%	-18%	COc1cc(CN2CCC(C(=O)NCCC(C)C)CC2)ccc1OCc1ccccc1
30%[activator]	-17%	1%	-1%	0%	-16%	-4%[59 µM]	/	-11%	O=C(CCCN1C(=O)c2cccnc2Oc2ccc(Cl)cc21)NCc1ccccc1F
203%[activator]	-2%	-13%	-1%	?	9%	25%	-4%	-23%	Nc1nnn(CC(=O)N/N=C/c2cccc(Cl)c2)n1
/	/	4%	1%	3%	/	7%[12.7 µM]	-2%	/	CC(C)n1nnnc1SCC(=O)Nc1ccc2c(c1)OCCO2
3%	-7%	-18%	-3%	7%	-2%	50µM*	-3%	5%	CCCCC(=O)NC(=S)Nc1cccc(NC(=O)c2ccccc2)c1
41%[activator]	-6%	-18%	-3%	2%	-6%	-5%	-3%	1%	COc1ccccc1-c1nnc(NC(=O)c2ccc3c(c2)OCO3)s1
12%	-10%	-3%	-2%	-12%	2%	13%[59 µM]	-2%	4%	COCCOC(=O)C1=C(C)N=C2SCCC(=O)N2C1c1cccc(Br)c1 (stereo not given)
-1%	4%	16%	-7%	15%	?	-22%	-9%	-16%	O=C(C(Cc1ccccc1)n1cccc1)N1CCN(c2ccccc2)CC1 (stereo not given)
1%	-4%	0%	-2%	?	6%	-2%[12.7 µM]	-1%	-5%	CC(C)OC(=O)C1CC=CCC1C(=O)Nc1ccc(Cl)cc1 (stereo not given)
18%	3%	1%	-6%	8%	-10%	7%	3%	-5%	COCCn1nnnc1C(CC(C)C)N1CCN(c2nc3ccccc3s2)CC1 (stereo not given)
-2%	-10%	-13%	-5%	30%	?	?	/	-12%	CCCn1c2ccccc2c2cnn(CC(=O)N(CCCOC(C)C)Cc3ccco3)c(=O)c21
6%	0%	-20%	-3%	17%	-7%	-1%	38%	-4%	COc1ccc(NC(=O)NCCN2CCCCC2)cc1
2%	1%	/	/	/	-18%	/	6%	-7%	O=C(COC(=O)Cc1ccc([N+](=O)[O-])cc1)NC1CCCCCC1
18%	-7%	-16%	-2%	0%	-8%	34%[59 µM]	-7%	5%	CC(=O)N1c2ccc(S(=O)(=O)N3CCC(C(=O)N4CC(C)CC(C)C4)CC3)cc2CC1C (stereo not given)
94%[activator]	-10%	-22%	2%	17%	-4%	-16%	0%	-13%	COc1ccc(C=O)cc1Cn1ccnc1C
?	0%	38%[activator]	-3%	3%	62%[activator]	81%[activator]	-8%	-15%	O=C(CCCN1C(=O)c2ccccc2C1=O)Oc1ccc(Cl)cc1
-9%	-11%	140%[activator]	-11%	18%	104%[activator]	113%[activator][59 µM]	/	-14%	COc1cccc(-c2cc(C(F)(F)F)nc(NCc3ccc(F)cc3)n2)c1
3%	-20%	12%	1%	17%	-1%	6%	1%	-16%	COc1ccc(-c2nnc(SCC(=O)NC3CCCCC3)o2)cc1OC
?	-3%[60.1 µM]	-2%	-6%	4%	?	3%	-6%	-14%	NC(=O)C1(N2CCCCC2)CCN(CC(=O)Nc2ccccc2Sc2ccccc2)CC1
-12%	-4%	?	-16%	-17%	50µM*	22µM*	/	-18%	CCN(CC)c1ccc(C2Nc3ccccc3-c3cc(C)nn32)cc1 (stereo not given)
-4%	-17%	/	/	/	-8%	/	18%	-7%	NS(=O)(=O)c1ccc(N2CCOCC2)c(C(=O)NCc2cccs2)c1
?	?	50µM*	-6%	18µM*	20µM*	6.3µM*	35µM*	?	O=c1/c(=C\c2cc([N+](=O)[O-])cc([N+](=O)[O-])c2O)sc2nc3ccccc3n12
11%&91%	-12%&-3%	?	-2%&-2%	2%&0%	-18%&-10%	40µM*!	38%&22%	-2%&-9%	Cc1ccc(-c2cc(C(=O)O)c3cc(Br)ccc3n2)s1
25%	-5%	-4%	-7%	0%	-36%	19%[59 µM]	-6%	-18%	C(=C\c1ccccc1)/C=N/Nc1nc2ccccc2s1
9%	-6%	13%	6%	27%	-17%	6%[59 µM]	0%	-18%	C=CCNc1nc2c(c(=O)n(C)c(=O)n2C)n1CC
-3%	-6%	32µM*	-9%	0%	45µM*	?	-5%	-16%	CC1CCN(C(=O)c2ccc3c(c2NCCO)C(=O)c2ccccc2C3=O)CC1

Retrieved by compound from above, 3 records:
Pol iota inh	POLK inh	BAZ2B inh	BLM inh	POLB inh	JMJD2A Tudor inh	G9a inh	APEX1 inh	POLH inh	Structure
19%	-7%	?	-12%	5%	?	?	-5%	-9%	O=[N+]([O-])c1cccnc1NCCNc1ncc(C(F)(F)F)cc1Cl
-2%	-10%	-13%	-5%	30%	?	?	/	-12%	CCCn1c2ccccc2c2cnn(CC(=O)N(CCCOC(C)C)Cc3ccco3)c(=O)c21
/	/	4%	1%	3%	/	7%[12.7 µM]	-2%	/	CC(C)n1nnnc1SCC(=O)Nc1ccc2c(c1)OCCO2

One compound at a time, as listed above. Screens in order: Pol iota inh, POLK inh, BAZ2B inh, BLM inh, POLB inh, JMJD2A Tudor inh, G9a inh, APEX1 inh, POLH inh
O=C(C(Cc1ccccc1)n1cccc1)N1CCN(c2ccccc2)CC1 (stereo not given) is listed as -1%, 4%, 16%, -7%, 15%, ?, -22%, -9%, -16%
NC(=O)C1(N2CCCCC2)CCN(CC(=O)Nc2ccccc2Sc2ccccc2)CC1 is listed as ?, -3%[60.1 µM], -2%, -6%, 4%, ?, 3%, -6%, -14%
CC(=O)N1c2ccc(S(=O)(=O)N3CCC(C(=O)N4CC(C)CC(C)C4)CC3)cc2CC1C (stereo not given) is listed as 18%, -7%, -16%, -2%, 0%, -8%, 34%[59 µM], -7%, 5%

Continuation:
Pol iota inh	POLK inh	BAZ2B inh	BLM inh	POLB inh	JMJD2A Tudor inh	G9a inh	APEX1 inh	POLH inh	Structure
2%	-13%	50µM*	-9%	9%	3.5µM*	?	4%	-9%	COc1ccc(/C=N/NC(=O)CN2CCSCC2)cc1C
9%	-18%	1%	0%	3%	-7%	3%[59 µM]	-4%	0%	Cc1cccc(C(=O)O/N=C2\CCS(=O)(=O)c3sccc32)c1
24%	-22%	7%	/	/	-13%	-14%[2.33 µM]	31%	-15%	Cc1ccnc2nc(C(=O)OCC(=O)NCc3cccc(Cl)c3)nn12
-4%	-8%[60.1 µM]	3%	-2%	-3%	-14%	7%[59 µM]	/	-12%	CCN(Cc1ccccc1)S(=O)(=O)c1ccc(N2CCCCS2(=O)=O)cc1
6%	-6%	-14%	-3%	-25%	-7%	-7%	3%	-11%	COc1cccc(NC(=O)COc2nc3ccccc3nc2C)c1
2%	-8%	12%	-5%	62%	-8%	/	-4%	-20%	OCCNc1nc(N2CCCCC2)nc2ccccc12
-2%	-9%	-2%	/	/	-2%	3%	-7%	-11%	Cc1nc2c(C)cccn2c(=O)c1NC(=O)c1ccco1
0%	-6%	5%	-2%	3%	-33%	?	-1%	2%	Cn1c(N2CCCC2)nc2c1c(=O)n(Cc1cccc(F)c1)c(=O)n2C
/	/	?	-7%	12%	/	?	0%	/	O=C(CN1CCSCC1)N1CCc2[nH]c3ccc(Br)cc3c2C1
?	3%&-7%	-15%&-2%	-1%&-3%	99%&-21%	?	-9%&0%[59 µM]	21%	-5%&-11%	Cc1ccccc1S(=O)(=O)Cc1ccc(C(=O)NC2CCC(C)CC2)o1 (stereo not given)
31%[activator]	-7%	-32%	-2%	12%	50µM*	1.6µM*	11%	-13%	COc1ccc(-c2n[nH]c(=S)n2-c2ccc(Br)cc2)cc1OC
14%	-7%	-12%	-8%	15%	-5%	17%	19%	-5%	O=C(NC1CCN(Cc2ccccc2)CC1)c1ccc(Cl)cc1Cl
0%	7%	-9%	-2%	-1%	-30%	-44%	-2%	-7%	Cc1ccn2c(NC3CCCC3)c(-c3ccncc3)nc2c1
7%	-10%	2%	-2%	-12%	0%	9%[59 µM]	-1%	-14%	CC(NC(=O)C1(S(=O)(=O)c2ccc(Cl)cc2)CC1)c1ccccc1 (stereo not given)

Three compounds already listed, arranged by molecular weight, ascending.
Pol iota inh	POLK inh	BAZ2B inh	BLM inh	POLB inh	JMJD2A Tudor inh	G9a inh	APEX1 inh	POLH inh	Structure
0%	7%	-9%	-2%	-1%	-30%	-44%	-2%	-7%	Cc1ccn2c(NC3CCCC3)c(-c3ccncc3)nc2c1
7%	-10%	2%	-2%	-12%	0%	9%[59 µM]	-1%	-14%	CC(NC(=O)C1(S(=O)(=O)c2ccc(Cl)cc2)CC1)c1ccccc1 (stereo not given)
/	/	?	-7%	12%	/	?	0%	/	O=C(CN1CCSCC1)N1CCc2[nH]c3ccc(Br)cc3c2C1

The list is partial; rates above refer to the full screens.
